Compound activity as filed in PubChem BioAssay.
TRPN1 ag – activates the zebrafish TRPN1 channel; HEK293 zebrafish TRPN1-YFP, Fluo-8 calcium fluorescence; 100% = response to 87 µM carbachol; activation, % at 3 µM; hit rate 0.18% among 220,000;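 active = activation above its plate's cutoff, the mean activation of test wells on that plate plus 3 SD, cut at about 19% in these data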;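 also: 0% = DMSO alone and 100% = 87 µM carbachol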
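Assay system: Zebrafish TRPN1-YFP in HEK293 cells | Incubation: Dye loading 1 h at 37 °C, then 30 min room temperature | Measured by: Kinetic Fluo-8 fluorescence, ex 470-495, em 515-575 nm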
Wee1 degr inh – human Wee1 degradation inhibition, primary screen | reporter increase, % at 5 µM | hit rate 1.2% among 220,000 | P30291 | AID 1321 | HeLa Luc-Wee1K328M stability, luciferase luminescence; 100% = proteasome inhibitor MG132 effect;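 active = activation above the mean of all tested compounds plus 3 SD, set per screening run, cut at about 8.8% in these data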;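 also: cells exposed to compound for 20 h before luminescence read; 0% = DMSO alone and 100% = MG132 at 30 µM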
TRPML3 agonist – activates the human TRPML3 channel. HEK293 TRPML3-YFP, Fluo-8 calcium fluorescence; 100% = the carbachol control signal. Q8TDD5. hit rate 0.29% among 220,000. activation, % at 3 µM;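 active = activation above its plate's cutoff, the mean activation of the plate's test wells plus 3 SD, cut at about 12% in these data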;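 also: 0% = DMSO only wells and 100% = carbachol wells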
Target sequence (Q8TDD5 whole entry, looked up): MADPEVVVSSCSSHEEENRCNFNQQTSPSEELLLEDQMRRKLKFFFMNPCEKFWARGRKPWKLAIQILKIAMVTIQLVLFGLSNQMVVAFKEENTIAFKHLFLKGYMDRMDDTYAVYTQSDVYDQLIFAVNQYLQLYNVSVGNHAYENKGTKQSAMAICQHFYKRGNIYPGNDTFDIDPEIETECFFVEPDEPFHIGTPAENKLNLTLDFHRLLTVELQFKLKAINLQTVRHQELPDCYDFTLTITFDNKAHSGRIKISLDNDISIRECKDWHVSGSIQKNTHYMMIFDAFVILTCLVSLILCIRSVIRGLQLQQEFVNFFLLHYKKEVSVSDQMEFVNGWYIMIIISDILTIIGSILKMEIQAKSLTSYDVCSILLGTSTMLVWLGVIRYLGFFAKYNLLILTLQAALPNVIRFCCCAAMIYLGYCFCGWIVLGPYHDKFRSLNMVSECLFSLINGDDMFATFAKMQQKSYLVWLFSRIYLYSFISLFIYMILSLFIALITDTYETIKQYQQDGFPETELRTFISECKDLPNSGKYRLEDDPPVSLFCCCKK
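Test system: HEK293 cells stably carrying human TRPML3-YFP; Doses: single dose, 3 µM final nominal compound, 0.3% DMSO final; Schedule: dye loading 1 h 37 °C then 30 min ambient, 125 s read; Technique: Fluo-8 calcium fluorescence; Benchmarks: high control carbachol 87 µM, low control DMSO.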
PPC-1+TRAIL kill – compounds killing PPC-1 cancer cells with TRAIL present (potentiator screen, no TRAIL-free arm) | PPC-1 cells + TRAIL, ATPLite viability luminescence | cell killing (% activity), % at 4 µM | hit rate 0.41% among 220,000 | AID 1443;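 active = cell killing above 50% in the first pass at 4 µM, then a duplicate retest at 5 µM averaging 50% or more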;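 also: plate controls were cells with TRAIL plus DMSO for no effect and medium-only wells lacking cells for full effect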
Ba/F3 V617F tox – loss of viability in JAK2V617F-driven Ba/F3 cells | Ba/F3 EpoR-JAK2V617F viability, ATP luminescence | inhibition, % at 5.6 µM | hit rate 1.1% among 220,000 | AID 1446;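 active = inhibition above the campaign mean plus 3 SD over all tested compounds, cut at about 24% in these data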;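 also: cytokine-independent growth of Ba/F3 cells driven by EpoR plus mutant JAK2; 0% = DMSO-treated cells and 100% = JAK inhibitor I control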
CHOP inh – CHOP inhibition in unfolded protein response; CHO-K1 CHOP-promoter luciferase, tunicamycin-induced, 15-18 h; inhibition, % at 10 µM; hit rate 3.8% among 220,000;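 active = compounds that reduced the stress-induced luciferase reporter signal by more than about 70% of percent inhibition, limit read from the data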;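 also: 0% = tunicamycin plus vehicle and 100% = wells without tunicamycin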
BaF3 parental – counter-screen for JAK2V617F inhibitors: parental Ba/F3 viability inhibitors. inhibition, % at 5.6 µM. CellTiter-Glo ATP luminescence. AID 1486. hit rate 1.1% among 220,000;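 active = inhibition above a per-campaign cutoff, the mean inhibition of all tested compounds plus 3 SD, cut at about 27% in these data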;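 also: 0% = DMSO wells and 100% = JAK Inhibitor I control wells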
RBBP9 inh – human RBBP9 hydrolase inhibition; inhibition, % at 7.94 µM; recombinant RBBP9, FP-Rh probe fluorescence polarization; AID 1515; hit rate 0.2% among 220,000;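 active = inhibition above the campaign mean of all tested compounds plus 3 SD, cut at about 14% in these data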;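 also: plate controls were DMSO wells with RBBP9 for no effect and wells lacking RBBP9 protein for full effect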
Target sequence (O75884 whole entry, looked up): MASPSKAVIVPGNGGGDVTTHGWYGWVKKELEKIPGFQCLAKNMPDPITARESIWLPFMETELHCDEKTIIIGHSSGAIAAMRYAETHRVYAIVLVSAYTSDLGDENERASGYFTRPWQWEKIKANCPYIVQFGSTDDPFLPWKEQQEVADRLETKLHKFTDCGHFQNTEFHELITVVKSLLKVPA
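Material: RBBP9 protein. Amount: RBBP9 at 2.5 µM in dispensed solution, before mixing. Schedule: 30 min then 45 min, 25 °C. Medium: Tris buffer pH 8.0, NaCl, Pluronic. Measured by: fluorescence polarization. Measure: percent inhibition from mP, scaled between DMSO and no-protein wells. Replication: one well per compound.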
TNF necrop inh – blocks TNF-alpha induced death of Jurkat FADD-/- cells. AID 463075. hit rate 0.068% among 220,000. activation (protection from cell death), % at 10 µM. Jurkat FADD-/- TNF necroptosis rescue, ATP luminescence, 24 h; 0 = TNF only, 100 = no-TNF cells;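 active = activation, meaning protection from cell death, of at least 50% relative to plate controls; inactive = activation below 50%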;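 also: necroptosis triggered by 40 ng/mL TNF-alpha added together with compound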
* hit, by the source's call; · = not tested or not shown.

No.	compound	TRPN1 ag	Wee1 degr inh	TRPML3 agonist	PPC-1+TRAIL kill	Ba/F3 V617F tox	CHOP inh	BaF3 parental	RBBP9 inh	TNF necrop inh
1	CCCCn1c(O)c(/C=C/C=C/C=Nc2ccccc2)sc1=S	1.9	-1	0.2	-6	2	-3	5	-13	-5.9
2	COc1cc(/C=C2/SC(=S)N(CC(=O)Nc3cccnc3)C2=O)cc(OC)c1OC	1.8	-2	0.1	24	3	-13	8	-13	1.5
3	CCOC(=O)c1c(NC(=O)CSc2nnnn2-c2ccc3c(c2)OCCO3)sc(C)c1C	1.3	0	0.6	13	-2	58	1	-8	1.5
4	COc1ccc(NC(=O)C2CCCN2C(=O)NCc2ccccc2)cc1OC (stereo not given)	0.3	3	0.5	27	-6	38	3	0	-0.8
5	C/C(=N\Nc1ccc(S(=O)(=O)Nc2ccc(Cl)cc2)cc1[N+](=O)[O-])c1ccc(N2CCOCC2)cc1	0.8	12*	0.9	8	-1	19	3	4	0.6
6	CCc1ccccc1NC(=O)C1C(c2ccccc2)C1(Cl)Cl (stereo not given)	-2.9	-1	0.1	22	-1	39	3	3	-5.4
7	Cc1cc(C)c2cc(C=O)c(Cl)nc2c1	-0.1	-1	0.5	7	1	-24	3	-9	-11
8	O=C1C(Cc2ccccc2)C(c2ccccc2)N1c1ccccc1 (stereo not given)	-0.1	-3	0.1	0	2	52	7	-10	-3.0
9	COC(=O)C(C)n1cnc2c(cnn2-c2ccc(Cl)cc2)c1=O (stereo not given)	2.8	1	1.8	-14	1	-21	3	-4	-0.7
10	COc1ccc(CCNC(=O)C2CCN(c3nccc(C)n3)CC2)cc1	0.2	0	0.3	17	0	-1	4	-10	-0.6
11	COc1ccc(OCCOCC(O)CN2CCOCC2)cc1 (stereo not given)	0.3	-1	0.0	-3	-6	-11	-2	3	-2.7
12	Cn1cnc(S(=O)(=O)Nc2ccccc2N2CCOCC2)c1	1.9	0	0.6	5	-4	5	-4	-4	0.6
13	Nc1nnc(CC(=O)N/N=C/c2ccc(-c3ccccc3Cl)o2)s1	0.5	0	0.6	30	-2	25	1	-3	-2.1
14	COc1cc(/C=N/Nc2ccccc2C(F)(F)F)ccc1O	-2.8	-1	-0.5	0	1	-6	7	-4	-0.2
15	COC(=O)[C@@]1(Cc2ccc(OC)cc2)[C@@H]2C(=CC(=O)[C@H]2CC(=O)C(=O)N(C)C)CN1C(=O)c1ccccc1	1.5	-3	1.0	15	-3	22	4	-7	-16
16	COc1ccc(Br)cc1CN1CCN(C(=O)c2ccc(OC)c(OC)c2)CC1	1.0	-3	0.6	12	-2	-9	3	1	1.0
17	O=C(CSc1nnc(Cc2ccccc2)o1)NC1CCCCC1	0.1	-2	-0.3	14	1	32	4	0	0.1
18	O=C(COc1ccc(F)cc1)Nc1nnc(-c2ccncc2)s1	-0.5	-1	0.5	20	0	13	8	-4	-0.3
19	O=C(NC(=S)Nc1cccc(Cl)c1N1CCOCC1)c1cccs1	1.3	-2	1.2	3	-2	-37	7	0	-2.7
20	COc1ccccc1C(=O)N/N=C(\C)c1ccc(NC(=O)C2CC2)cc1	-1.6	0	0.5	4	-2	4	1	-3	2.7

Exported with one line to a screen: entries from further up
#1 CCCCn1c(O)c(/C=C/C=C/C=Nc2ccccc2)sc1=S
#2 COc1cc(/C=C2/SC(=S)N(CC(=O)Nc3cccnc3)C2=O)cc(OC)c1OC
#3 CCOC(=O)c1c(NC(=O)CSc2nnnn2-c2ccc3c(c2)OCCO3)sc(C)c1C
#4 COc1ccc(NC(=O)C2CCCN2C(=O)NCc2ccccc2)cc1OC (stereo not given)
#5 C/C(=N\Nc1ccc(S(=O)(=O)Nc2ccc(Cl)cc2)cc1[N+](=O)[O-])c1ccc(N2CCOCC2)cc1
#6 CCc1ccccc1NC(=O)C1C(c2ccccc2)C1(Cl)Cl (stereo not given)
#7 Cc1cc(C)c2cc(C=O)c(Cl)nc2c1
#8 O=C1C(Cc2ccccc2)C(c2ccccc2)N1c1ccccc1 (stereo not given)
#9 COC(=O)C(C)n1cnc2c(cnn2-c2ccc(Cl)cc2)c1=O (stereo not given)
#10 COc1ccc(CCNC(=O)C2CCN(c3nccc(C)n3)CC2)cc1
assay / entry	1	2	3	4	5	6	7	8	9	10
TRPN1 ag	1.9	1.8	1.3	0.3	0.8	-2.9	-0.1	-0.1	2.8	0.2
Wee1 degr inh	-1	-2	0	3	12*	-1	-1	-3	1	0
TRPML3 agonist	0.2	0.1	0.6	0.5	0.9	0.1	0.5	0.1	1.8	0.3
PPC-1+TRAIL kill	-6	24	13	27	8	22	7	0	-14	17
Ba/F3 V617F tox	2	3	-2	-6	-1	-1	1	2	1	0
CHOP inh	-3	-13	58	38	19	39	-24	52	-21	-1
BaF3 parental	5	8	1	3	3	3	3	7	3	4
RBBP9 inh	-13	-13	-8	0	4	3	-9	-10	-4	-10
TNF necrop inh	-5.9	1.5	1.5	-0.8	0.6	-5.4	-11	-3.0	-0.7	-0.6

#11 COc1ccc(OCCOCC(O)CN2CCOCC2)cc1 (stereo not given)
#12 Cn1cnc(S(=O)(=O)Nc2ccccc2N2CCOCC2)c1
assay / entry	11	12
TRPN1 ag	0.3	1.9
Wee1 degr inh	-1	0
TRPML3 agonist	0.0	0.6
PPC-1+TRAIL kill	-3	5
Ba/F3 V617F tox	-6	-4
CHOP inh	-11	5
BaF3 parental	-2	-4
RBBP9 inh	3	-4
TNF necrop inh	-2.7	0.6

More records
No.	compound	TRPN1 ag	Wee1 degr inh	TRPML3 agonist	PPC-1+TRAIL kill	Ba/F3 V617F tox	CHOP inh	BaF3 parental	RBBP9 inh	TNF necrop inh
21	O=c1[nH]nc(-c2ccc(F)cc2)cc1Cc1cccs1	-3.1	2	-0.2	2	1	20	-2	5	3.3
22	S=C1N(c2ccccc2)C(c2ccc(Br)cc2)N2CCCN12 (stereo not given)	-0.3	-1	-0.3	14	4	9	-1	-12	1.5
23	Cc1cc(C)nc(SCc2nc3ccccc3n2C)n1	-0.5	1	-0.6	-11	-3	12	3	3	-1.6
24	O=C(O)c1cn(Cc2cccnc2)c(=O)c2ccccc12	0.6	-4	1.2	2	2	21	9	-1	1.6
25	O=S(=O)(/N=C(\Nc1ccc(F)cc1)C(F)(F)F)c1ccccc1	1.0	-2	0.6	-20	-2	10	2	-4	-2.6
26	NC(=NC(=O)c1ccc(OC(F)(F)F)cc1)c1ccc(C(F)(F)F)cn1	-0.6	0	0.0	0	-2	-12	-3	-13	1.8
27	Cc1ccc(/C=N/N2C(=O)C3C(C2=O)C2C=CC3C23CC3)o1 (stereo not given)	-0.5	-3	1.1	16	2	-4	2	-12	-4.3
28	CCc1ccc(-n2nc3ccc(NC(=O)c4ccc5c(c4)OCO5)cc3n2)cc1	-0.5	-2	0.9	7	-3	7	0	0	1.4
29	CCN(c1ccc(NS(=O)(=O)c2cc(Cl)ccc2Cl)cc1)C(C)C	-3.3	-1	-1.6	20	1	93*	6	-5	3.5
30	O=C(O)C/C(=C\c1ccc(N2CCOCC2)c([N+](=O)[O-])c1)c1nc2ccccc2s1	0.5	1	0.6	10	-5	-21	-3	-8	1.8
31	CCc1ccc(CNCc2cccnc2)cc1	1.4	-1	1.3	10	-4	10	5	-6	-1.0
32	CCc1c(O)nc(SCC(=O)Nc2ccccc2OC)[nH]c1=O	1.2	2	-0.4	-20	4	31	6	-1	-0.6
33	CC(C)N=c1scc(-c2ccco2)n1/N=C/c1ccc(O)c(O)c1	-0.9	3	-0.7	13	96*	100*	73*	-10	-17
34	CCc1ccc(OCCCC(=O)Nc2nccs2)cc1	-0.4	4	-0.4	20	-3	45	3	-6	0.9
35	COc1ccc(-n2nc(C(=O)N3CCC(C#N)CC3)c3c4ccccc4n(C)c3c2=O)cc1	-0.3	0	0.2	·	-3	·	1	-2	2.3
36	Cc1cccc(NC(=S)N(CCN2CCOCC2)Cc2ccccc2F)c1	0.4	-1	-0.3	17	-5	17	1	-9	0.9
37	O=C(NC1CCCc2ccccc21)C1CCN(c2c3c(nc4ncnn24)CCC3)CC1 (stereo not given)	1.9	-2	0.5	4	0	23	2	1	-1.1
38	COC(=O)N/N=C(\C)c1ccccc1OC(F)F	0.1	2	0.5	-1	-2	-18	0	6	2.1
39	O=C(CCN1C(=O)C2C3C=CC(C3)C2C1=O)NCC1CCCO1 (stereo not given)	0.4	-2	0.3	-15	-5	46	-1	-10	0.8
40	C/C(CC1CC(C)(C)OC1=O)=N/Nc1nc(-c2ccccc2)cs1 (stereo not given)	-0.5	2	0.3	27	2	-5	8	-1	-0.4
41	c1ccc(Sc2nc(N3CCCCC3)nc(N3CCCCC3)n2)nc1	-2.5	1	0.5	15	1	68	0	-5	0.8
42	CC/C(CC(=O)C(F)(F)F)=N\NC(=O)/C(C#N)=C/N(C)C	2.0	-3	0.3	2	4	7	4	1	-0.6
43	CCCS(=O)(=O)N1CCCC(C(=O)NCCN(CC)CC)C1 (stereo not given)	1.1	4	0.4	-10	0	·	1	-9	-9.3
44	Cc1ccc(NC(=O)CSC2=C(C#N)C(c3ccco3)C3=C(CCCC3=O)N2)cc1 (stereo not given)	1.4	-1	0.9	3	0	15	4	-4	5.2
45	CCCn1c(-c2cccs2)nc2nc3ccccc3nc21	0.2	1	-0.7	9	-2	2	3	-2	-2.0
46	Cn1cc(C(=O)N2CCN(c3ccccn3)CC2)c(=O)c2cc(S(=O)(=O)N3CCOCC3)ccc21	2.8	3	0.7	15	-2	10	0	-5	-0.9
47	CCCOC(=O)c1ccc(NC(=O)CC(C)(C)C)cc1	0.6	8	0.1	·	0	0	1	-10	2.3
48	S=c1nc[nH]c2c1[nH]c1ccc(Cl)cc12	0.3	5	0.8	21	-5	-9	-4	-7	0.0
49	O=C(COC(=O)c1ccc(Sc2ccccc2)c([N+](=O)[O-])c1)NC1CCCc2ccccc21 (stereo not given)	1.0	-1	1.0	19	-2	16	4	-2	-0.7
50	COc1ccc(C(=O)NC(=S)NCC2CCCO2)cc1 (stereo not given)	-0.5	6	-0.1	-2	0	11	4	1	2.0
51	CC1(C(=O)Nc2cccc(C(F)(F)F)c2)CO1 (stereo not given)	0.9	0	0.2	-6	4	-7	4	-8	-3.9
52	CCN(C(=O)COc1ccccc1)C1CCCCC1	-1.4	6	0.9	-10	0	2	11	-6	2.3
